# High-throughput results deposited in PubChem by several laboratories.
# Rac1 act GTP bind: modulators of GTP binding to human Rac1 activated mutant; P63000; GST-Rac1 activated beads, fluorescent GTP binding, flow cytometry; actives lie on both sides; 100% means binding = to untreated wells; percent activity (GTP binding), % at 10 µM; actives 0.11% (n = 190,000);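 active = GTP binding at least 20 percentage points away from the 100% baseline, in either direction, so actives lie on both sides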
# Rab7 wt GTP bind: modulators of GTP binding to dog Rab7 wildtype GTPase; actives 0.055% (n = 190,000); GTP binding activity (percent of control), % at 10 µM; GST-Rab7 beads, fluorescent GTP binding, flow cytometry; actives lie on both sides; untreated = 100%, excess cold GTP = 0%;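 active = fluorescent GTP binding to Rab7 beads changed by at least 20 points from the 100% baseline, either direction, mostly lower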;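 note: median green fluorescence of bound Bodipy-FL-GTP per Rab7 bead population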
# Rac1 wt modul: modulators of human Rac1 wildtype GTP binding. GST-Rac1 beads, fluorescent GTP binding, flow cytometry; actives lie on both sides; 0 = cold GTP competed, 100 = untreated. GTP binding activity (% of control), % at 10 µM. actives 0.27% (n = 190,000). AID 757;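 active = GTP binding activity at least 20 points away from the 100% control level, either lower or higher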
# Bim-Mcl-1: human Bim-Mcl-1 interaction inhibition; Bead-based flow cytometry, Bim peptide-Mcl-1 binding; inhibition, % at 10 µM; AID 1009; Q07820; actives 0.1% (n = 190,000); in the data active = inhibition above about 40%;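 note: 0% = no compound tracer wells and 100% = peptide blocker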
# Target sequence (Q07820 whole entry, looked up): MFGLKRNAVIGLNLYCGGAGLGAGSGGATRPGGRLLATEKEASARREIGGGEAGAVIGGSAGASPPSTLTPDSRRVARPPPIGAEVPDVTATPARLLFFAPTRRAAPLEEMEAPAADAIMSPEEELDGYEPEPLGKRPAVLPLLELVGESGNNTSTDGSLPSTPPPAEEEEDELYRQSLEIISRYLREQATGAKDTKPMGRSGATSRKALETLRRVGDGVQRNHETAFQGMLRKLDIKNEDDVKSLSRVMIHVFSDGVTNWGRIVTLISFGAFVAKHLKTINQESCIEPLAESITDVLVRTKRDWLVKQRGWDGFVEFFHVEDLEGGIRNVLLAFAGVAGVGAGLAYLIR
# Mcl1-Bid inh: Mcl-1/Bid interaction inhibition | TR-FRET Mcl-1/Bid-Dy647 peptide binding, 1536-well | inhibition, % at 21.7 µM | actives 0.97% (n = 220,000) | AID 1021;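 active = compounds that cut the binding signal by more than half at the single screening dose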;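 note: His-tagged Mcl-1 with europium anti-His antibody binding Bid BH3 peptide; 0% = Mcl-1 plus peptide wells and 100% = peptide-only wells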
# Cdc42 wt: human Cdc42 wildtype GTP binding change, either direction | GST-Cdc42 beads, Bodipy-GTP binding, flow cytometry; actives lie on both sides | percent activity (GTP binding), % at 10 µM | actives 0.2% (n = 190,000) | AID 761;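 active = percent activity GTP binding at least 20 points away from the 100% baseline, either down as inhibitor or up as activator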;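 note: median bead fluorescence of bound Bodipy-FL-GTP at 100 nM; 0% = excess unlabeled GTP control and 100% = no compound control; below 100% means less GTP binding so inhibitor and above means activator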
# Target sequence (P60953 whole entry, looked up): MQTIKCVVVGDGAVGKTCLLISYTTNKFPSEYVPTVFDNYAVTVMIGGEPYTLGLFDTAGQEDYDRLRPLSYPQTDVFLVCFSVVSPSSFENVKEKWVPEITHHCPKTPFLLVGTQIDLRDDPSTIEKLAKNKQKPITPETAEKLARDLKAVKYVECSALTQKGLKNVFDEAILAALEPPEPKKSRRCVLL
# Mcl1-Noxa inh: disrupts binding of human Mcl-1 to Noxa peptide. TR-FRET Mcl-1/Noxa peptide binding, 2 h. inhibition, % at 21.7 µM. actives 1.5% (n = 220,000). AID 1022;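 active = compounds that cut the protein-peptide binding signal by more than 50% relative to plate controls in a single-dose test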;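 note: His-tagged Mcl-1 with rhodamine Noxa BH3 peptide and terbium anti-His antibody; 0% = Mcl-1 plus Noxa peptide wells and 100% = peptide-only wells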
# Avidin fluor: avidin bead compound fluorescence profile; Avidin beads, compound fluorescence 488/530 nm, flow cytometry; hits give high values; fluorescence (KMESF) at 10 µM; actives 0.38% (n = 220,000); in the data active = fluorescence above about 47; note: inactives centre near 10
# Rab2 wt GTP: changes GTP binding to wildtype dog Rab2A, up or down. P61105. GST-Rab2 wt beads, Bodipy-GTP binding, flow cytometry. GTP binding activity, % at 10 µM. actives 0.19% (n = 190,000). AID 760;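 active = GTP binding activity at least 20 points away from 100%, either lowered or raised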;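 note: 0% = beads with excess unlabeled GTP and 100% = no-compound control corrected for plate trend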
# HRas wt GTP bind: human HRas wildtype GTP binding, change in either direction; P01112; GST-Ras wt beads, Bodipy-FL-GTP binding, flow cytometry; actives lie on both sides; GTP binding activity, % at 10 µM; actives 0.14% (n = 190,000);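 active = GTP binding activity at least 20% away from the 100% baseline, either lowered as inhibitor or raised as activator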;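 note: 0% = unlabeled GTP competition control and 100% = no-compound control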
# Target sequence (P01112 whole entry, looked up): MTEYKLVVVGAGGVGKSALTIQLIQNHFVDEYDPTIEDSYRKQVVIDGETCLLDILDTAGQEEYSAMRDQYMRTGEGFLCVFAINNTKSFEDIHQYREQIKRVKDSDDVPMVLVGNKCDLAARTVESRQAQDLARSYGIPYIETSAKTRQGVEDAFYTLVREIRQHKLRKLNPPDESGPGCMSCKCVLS
# Pf gamet viab: inhibitors of late stage P. falciparum gametocyte viability. P. falciparum stage V gametocytes, ATP luminescence, 24 h. inhibition, % at 10.9 µM. actives 0.065% (n = 150,000). AID 743093;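 active = inhibition above the mean plus 3 SD of compounds within the control limits, set per campaign, cut at about 38% in these data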;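 note: 0% = DMSO wells and 100% = medium only without gametocytes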
# * hit, by the source's call; x = no result given.
SMILES,Rac1 act GTP bind,Rab7 wt GTP bind,Rac1 wt modul,Bim-Mcl-1,Mcl1-Bid inh,Cdc42 wt,Mcl1-Noxa inh,Avidin fluor,Rab2 wt GTP,HRas wt GTP bind,Pf gamet viab
Cc1cccnc1NC(=O)CSc1nnc(Cc2ccccc2)o1,100,103,106,-1,-12,102,-17,8,100,101,-3
O=C(NC1CCCCC1)C(c1ccccc1)N(Cc1ccc2c(c1)OCO2)C(=O)c1cnsn1 (centres undefined),95,100,103,-2,0,103,9,x,95,99,x
O=C(N/N=C/c1cccs1)c1ccc2nc[nH]c2c1,92,105,97,1,-36,92,1,8,95,96,x
COc1ccccc1/C=C/C(=O)OCC(=O)Nc1c(F)cccc1F,96,99,96,-2,-26,95,7,9,96,94,1
O=C(CC1CCCCC1)Nc1ccc(-c2ccc3nncn3n2)cc1,97,104,97,0,3,95,3,7,96,97,-14
CCCCCCN(C(=O)CCCCCN1C(=O)NC(c2ccc(-c3ccccc3)cc2)C(C(=O)OCc2ccccc2)=C1C)C(C(=O)NCCCC)c1ccc(OCC(=O)OC)cc1 (centres undefined),98,103,103,-2,0,99,5,10,101,101,x
COc1ccccc1C(=O)N/C(=C/c1ccccc1)C(=O)NC(CCSC)C(=O)O (centres undefined),99,99,103,1,4,104,4,21,103,102,15
CCOC(=O)C1C(c2ccc(OC)cc2)N(C)OC1(O)C(F)(F)F (centres undefined),95,105,103,-6,-5,103,6,9,101,102,-6
O=C(Nc1cccc(O)c1)c1ccccc1[N+](=O)[O-],99,98,99,-1,-72,96,18,5,95,96,22
CCC(C(=O)N1CCN(c2cccc(Cl)c2)CC1)c1ccccc1 (centres undefined),97,95,97,0,-17,98,-2,1,97,96,-26
C/C(CC(=O)Nc1ccc(C)c(Cl)c1)=N\NC(=O)c1ccncc1,93,106,99,-2,-12,95,17,10,100,99,-6
COc1cccc(Cn2cnc3c(NS(=O)(=O)c4ccc(Cl)cc4)c(C)c(C)cc32)c1,101,100,103,0,0,103,23,2,103,102,x
CCC(CCC(=O)Nc1cccc(C(=O)O)c1)C(=O)O (centres undefined),102,104,107,-1,7,104,17,10,105,103,x
O=C(O)CCCC(=O)Nc1ccc(Cl)cc1,92,90,93,-2,-2,90,-7,20,92,93,-27
O=C(C[n+]1cc(-c2ccc(F)cc2)n2c1CCC2)Nc1nc(-c2ccc(F)cc2)cs1,102,102,106,-2,-15,103,13,18,102,102,-6
O=C(Nc1cccc2cccnc12)C1CCCC1,99,100,103,-8,12,99,24,1,95,98,-3
Cc1ccccc1C(=O)NN(C)c1nc2ccccc2nc1C(F)(F)F,96,96,98,0,-2,101,16,38,98,98,1
Nc1ncnc2c1ncn2[C@H]1C[C@H](O)[C@@H](COP(=O)(O)O)O1,99,94,100,-2,3,102,0,10,99,97,x
Cc1ccccc1OCc1nc2ccc(S(=O)(=O)N3CCOCC3)cc2[nH]1,99,99,107,-10,-1,98,3,9,99,99,6
Cc1onc(-c2c(Cl)cccc2Cl)c1C(=O)N1CCN(c2ccccc2)CC1,97,108,104,0,-12,105,9,11,104,103,-5
CCc1ccccc1NC(=O)CSc1nnc(Cn2nnc3ccccc32)n1C,98,102,104,0,8,102,10,23,102,103,x
CCCCNC(=S)Nc1ccccc1F,99,98,99,-2,-65,103,11,13,101,102,-1
Cn1sc(NC(=O)c2ccccc2)nc1=O,99,101,102,-1,6,104,19,8,103,105,14
O=C1Nc2ccccc2C1(O)c1ccccc1 (centres undefined),97,104,101,-1,-3,98,0,13,98,97,25
O=C(NCc1ccco1)Nc1ccc(Br)cc1Cl,97,97,99,0,-4,99,9,6,98,98,x
O=S1(=O)C=CC(Nc2cccc(Cl)c2)C1 (centres undefined),101,101,104,-1,-9,104,-11,40,101,100,-11
CC(c1cccs1)N(C(=O)Nc1ccccc1)C1CCCCC1 (centres undefined),93,94,95,-2,-6,96,-7,37,92,95,x
N/C(=N\OC(=O)CCC1CCCC1)c1ccc([N+](=O)[O-])cc1,93,94,96,-3,-15,93,-2,8,95,95,17
CSc1cc(C)n(-c2ccccc2)c(=S)c1C(C)=O,101,103,103,-2,-69,105,-8,7,101,103,1
CN(CCC#N)C(=O)COC(=O)c1ccc(CNS(=O)(=O)c2ccc(F)c(Cl)c2)cc1,99,97,100,-1,-22,98,7,21,96,96,0

# No new results follow: entries from further up.
SMILES,Rac1 act GTP bind,Rab7 wt GTP bind,Rac1 wt modul,Bim-Mcl-1,Mcl1-Bid inh,Cdc42 wt,Mcl1-Noxa inh,Avidin fluor,Rab2 wt GTP,HRas wt GTP bind,Pf gamet viab
CC(c1cccs1)N(C(=O)Nc1ccccc1)C1CCCCC1 (centres undefined),93,94,95,-2,-6,96,-7,37,92,95,x
N/C(=N\OC(=O)CCC1CCCC1)c1ccc([N+](=O)[O-])cc1,93,94,96,-3,-15,93,-2,8,95,95,17
CSc1cc(C)n(-c2ccccc2)c(=S)c1C(C)=O,101,103,103,-2,-69,105,-8,7,101,103,1
CN(CCC#N)C(=O)COC(=O)c1ccc(CNS(=O)(=O)c2ccc(F)c(Cl)c2)cc1,99,97,100,-1,-22,98,7,21,96,96,0

# (listing goes on)
SMILES,Rac1 act GTP bind,Rab7 wt GTP bind,Rac1 wt modul,Bim-Mcl-1,Mcl1-Bid inh,Cdc42 wt,Mcl1-Noxa inh,Avidin fluor,Rab2 wt GTP,HRas wt GTP bind,Pf gamet viab
COc1ccc(C2CCCN2C(=S)Nc2ccccc2C)cc1OC (centres undefined),96,98,97,-2,-29,97,7,12,95,97,-27
CCc1ccc(NC(=S)N(Cc2ccccc2)Cc2ccccn2)cc1,96,103,102,1,-46,98,-14,11,101,98,2
CCn1cc(C(C)NC(=O)COc2ccc(Cl)cc2C)c(C)n1 (centres undefined),100,98,106,0,-24,103,-1,9,97,100,x
CCCn1c(C)cc(/C=C(\C#N)C(=O)O)c1C,99,99,103,-1,-51,102,5,20,99,100,x
CC(=O)Oc1cc2cccc(OC(C)=O)c(=O)c2c(OC(C)=O)c1OC(C)=O,94,95,96,3,-55,93,66*,10,94,95,x
O=C(Cn1cc2c(n1)CCCC2)NCCCN1CCN(C2CCCCC2)CC1,94,95,93,0,-18,95,22,6,95,94,x
O=S(=O)(c1ccccc1)N1CCN(c2nc(-c3cccs3)nc3ccccc23)CC1,99,100,105,-3,-6,101,-14,15,99,100,x
Cc1ccc(C2CC(=O)c3cnn(-c4nc(C)cc(C)n4)c3C2)cc1 (centres undefined),100,99,103,0,3,99,4,10,101,99,-27
CC1(C)Cc2c(sc(NC(=O)c3ccco3)c2C(=O)O)CO1,100,99,102,-2,12,100,4,6,99,99,16
CN(C)CCCNc1oc(-c2ccc(Cl)cc2)nc1C#N,100,100,106,-6,-10,102,3,37,100,102,x
Cc1ccc(-n2ncc3c(NCc4ccco4)ncnc32)cc1C,97,103,97,-4,-21,96,5,11,101,100,x
O=C(O)C1CC=CCC1C(=O)NC12CC3CC(CC(C3)C1)C2 (centres undefined),100,100,105,1,-21,102,18,8,101,101,2
COc1ccc(NC(=O)c2ccccc2NC(=O)c2ccco2)c(OC)c1,96,98,94,0,-5,98,19,30,94,98,x
CN1C(=O)c2cccc(N(C)C)c2C1=O,97,100,100,-2,-15,99,0,4,98,99,13
Cc1ccc(S(=O)(=O)CCNC(=O)Cc2ccc(Cl)cc2)cc1,93,96,94,1,-16,94,0,9,95,96,x
COc1cc(S(=O)(=O)Nc2c(C)cc(C)cc2C)ccc1Cl,99,103,104,0,17,104,19,13,99,102,-39
Cn1c(=N)n(CC(=O)O)c2ccccc21,103,101,107,2,8,104,30,7,102,104,3
CC1CCCN(CC(O)CN)C1 (centres undefined),99,101,104,-1,-4,104,6,21,105,104,47*
Cc1ccccc1OCC(=O)OC1CCN(C)CC1,101,101,104,-2,-18,105,-2,10,101,102,x
CCOc1ccc(Cl)cc1CSc1ncn[nH]1,101,101,100,0,-7,104,13,2,100,102,-2
O=C(CSc1nnc(-c2ccccn2)n1-c1ccc(Cl)cc1)Nc1ccc2c(c1)OCO2,97,95,98,1,-64,99,8,12,97,97,4
COC(=O)c1ccc(C2C(C#N)=C(N)Oc3cc(C)n(C)c(=O)c32)cc1 (centres undefined),98,99,101,5,-13,98,-3,18,97,97,x
COc1ccnc(CSC(N)=Nc2cccc(C(F)(F)F)c2)c1,99,97,100,0,-9,99,28,3,98,99,-12
COc1ccccc1N1C(=O)CCC1(C#N)c1ccccc1 (centres undefined),93,96,95,-8,-20,97,3,14,97,99,-20
O=C(NCCCn1ccnc1)c1cc([N+](=O)[O-])cc([N+](=O)[O-])c1,99,99,106,-4,9,100,8,13,98,102,7
COC(=O)c1ccc(/C=N/OCC(=O)NCc2ccc(F)cc2)cc1,99,104,101,3,-6,100,8,54*,98,101,15
CC1(C)CC(C(CC(=O)O)c2ccccc2)CCO1 (centres undefined),97,101,96,-5,4,96,15,4,100,97,12
Cn1c(=O)c(C(=O)CSc2nncs2)c(N)n(Cc2ccccc2)c1=O,104,104,110,-5,1,107,-3,34,107,107,22
COC(=O)C1=C(N)N(c2ccccc2C(F)(F)F)C2=C(C(=O)CCC2)C1c1ccc2c(c1)OCO2 (centres undefined),100,99,102,-5,-6,102,16,4,101,101,x
Cc1c(NC(=O)c2ccco2)cccc1C(=O)NN1C(=O)c2ccccc2C1=O,92,103,95,0,-21,92,5,12,94,96,-1
CN1CCN(C(=S)c2cn(Cc3ccccc3)c3ccccc23)CC1,97,102,100,-7,-49,100,14,11,101,100,x
CCOc1ccc(-c2cc(N)n(S(=O)(=O)c3ccc(OC)c(OC)c3)n2)cc1,97,103,102,-2,-8,98,-6,7,102,102,x
CC1CCC(NC(=O)Cn2c(=O)[nH]c3ccsc3c2=O)CC1 (centres undefined),99,103,109,-4,-8,100,24,10,103,101,-3
O=C(N1CCOCC1)N1CCN(c2nc(-c3ccc(F)cc3)cs2)CC1,93,100,106,2,-43,96,10,9,99,99,x
CC(C)CCn1c(Sc2nc3ccccc3s2)nc2c1c(=O)[nH]c(=O)n2C,95,97,96,1,10,90,-12,24,93,93,x
CCOc1ccc(S(=O)(=O)c2c(C(=O)c3ccc(C)cc3)cnc3cc4c(cc23)OCCO4)cc1,97,98,98,-1,-73,100,-236,5,97,99,14
CCN(CC)C(=O)CSc1nc2ccccc2c(=O)n1OC(C)C,98,104,103,1,14,99,9,39,98,101,-14
CC(SC#N)C(=O)C12CC3CC(CC(C3)C1)C2 (centres undefined),97,101,99,0,-6,98,17,10,98,99,23
CCOc1ccc(NC(=S)NC2CC3CCC(C2)N3Cc2ccco2)cc1 (centres undefined),99,96,100,0,-40,102,3,9,99,97,-24
Cc1c(C(=O)Nc2ccc3c(c2)OCCO3)sc2nc(-c3ccccc3)cn12,97,97,105,0,-21,98,-14,3,101,100,x
CCOC(=O)c1c(CN2CCN(CCO)CC2)n(C)c2cc(Br)c(OC)cc12,103,108,108,0,-13,107,14,7,108,105,x
